HCT116 PTEN-null – suppresses growth of cells with PTEN deletion; HCT116 PTEN-null viability, CellTiter-Glo, 60 h; hits give low values; viability, % at 10 µM; hit rate 1.2% among 140,000; AID 827;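 active = viability at or below a set limit, 4 SD under the median of all tested compounds, cut at about 3.7% in these data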;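 also: PTEN knockout HCT116 line with beta catenin targeted HCT116 as companion control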
HCT116 bCat-KO – beta-catenin-lacking colon tumor cell growth suppression. HCT116 beta-catenin knockout viability, CellTiter-Glo, 60 h; hits give low values. viability, % at 10 µM. hit rate 1.5% among 140,000. AID 818;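 active = viability at or under a set limit, the compound median less 4 SD, cut at about 6% in these data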;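 also: 0% = Hyamine 1622 control at 20 µM and 100% = untreated cell control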
Yeast growth inh – reduces growth of yeast BB579 in restrictive medium | S. cerevisiae BB579 growth, OD615, 48 h | inhibition, % at 10 µM | hit rate 0.51% among 140,000 | AID 804;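 active = inhibition above a set limit, 3 SD over the mean compound inhibition, cut at about 44% in these data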; also: inactives centre near -24
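controls = amphotericin B 10 µg/mL, positive | assay system = DeaD yeast strain BB579 | schedule = 48 h compound exposure at 30 °C after 4 h preincubation | detection = OD615 turbidity measurement | medium = restrictive CSMM-D medium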
Phagocytosis inh – inhibitors of macrophage phagocytosis | AID 1029 | J774A.1 macrophage IgG-bead phagocytosis, imaging | inhibition, % at 5 µM | hit rate 0.07% among 110,000;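 active = inhibition above the mean of the plate negative controls plus 5 SD, cut at about 13% in these data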;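 also: phagocytic index as fraction of beads internalized from green versus red external bead signal; plate controls were DMSO negative control for no effect and cytochalasin-D positive control for full effect; some results beyond the cut were filed as inactive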
NPY Y2 blocker – antagonists of human neuropeptide Y receptor Y2. P49146. NPY-Y2 expressing cells, antagonist mode. inhibition, % at 2.7 µM. hit rate 0.99% among 140,000. AID 793; in the data active = inhibition above about 17%;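 also: 0% = vehicle with agonist challenge and 100% = reference antagonist with challenge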
Target sequence (P49146 whole entry, looked up): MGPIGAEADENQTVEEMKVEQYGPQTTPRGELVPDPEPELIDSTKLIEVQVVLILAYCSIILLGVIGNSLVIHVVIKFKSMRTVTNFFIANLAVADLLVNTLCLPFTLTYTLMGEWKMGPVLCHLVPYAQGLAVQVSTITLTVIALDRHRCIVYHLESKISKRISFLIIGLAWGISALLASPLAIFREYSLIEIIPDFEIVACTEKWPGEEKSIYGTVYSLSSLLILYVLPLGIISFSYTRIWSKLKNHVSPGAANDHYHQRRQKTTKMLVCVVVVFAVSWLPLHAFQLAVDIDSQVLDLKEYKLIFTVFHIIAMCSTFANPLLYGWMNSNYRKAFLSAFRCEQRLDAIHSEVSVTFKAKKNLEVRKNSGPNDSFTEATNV
E-sel TNF inh – TNF alpha driven E-selectin expression inhibition | HUVEC TNFa-induced E-selectin immunofluorescence, high content | inhibition, % at 2 µM | hit rate 0.71% among 120,000 | AID 1246;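 active = inhibition above the batch mean plus 3 SD, and confirmed as a hit on visual image review, cut at about 43% in these data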;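 also: 0% = TNF-stimulated DMSO wells and 100% = unstimulated control wells; not every result past the cut was called active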
MRP-1 activ – activates MRP-1. H69AR cells + doxorubicin, viability rescue, CellTiter-Glo. viability increase, % at 10 µM. hit rate 0.61% among 140,000;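 active = viability gain under doxorubicin at or above a set limit, the compound median plus 3 SD, cut at about 4.7% in these data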;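 also: MRP-1 overexpressing cells given doxorubicin 25 µM after compound pretreatment; 18-22 h compound pretreatment then 72 h with doxorubicin before readout; 0% = doxorubicin-only wells and 100% = vehicle-treated cells without doxorubicin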
GALR2 antag – antagonists of human galanin receptor 2 (GALR2). O43603. GALR2-expressing cells, antagonist mode. inhibition, % at 4 µM. hit rate 0.39% among 140,000; in the data active = inhibition above about 27%;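 also: cells stimulated with galanin 1-16 at roughly its EC80; 0% = agonist challenge control and 100% = basal control without agonist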
Target sequence (O43603 whole entry, looked up): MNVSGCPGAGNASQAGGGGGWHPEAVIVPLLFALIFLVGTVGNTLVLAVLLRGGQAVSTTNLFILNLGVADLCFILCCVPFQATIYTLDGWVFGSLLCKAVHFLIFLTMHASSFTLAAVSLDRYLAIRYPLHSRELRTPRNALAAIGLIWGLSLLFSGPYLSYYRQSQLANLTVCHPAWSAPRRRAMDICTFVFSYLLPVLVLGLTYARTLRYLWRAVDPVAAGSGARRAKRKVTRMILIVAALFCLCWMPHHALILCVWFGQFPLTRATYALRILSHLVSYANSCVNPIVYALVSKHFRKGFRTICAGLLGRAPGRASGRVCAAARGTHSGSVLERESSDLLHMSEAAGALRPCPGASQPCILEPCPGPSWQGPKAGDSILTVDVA
Yeast life ext – yeast lifespan extension; AID 775; S. cerevisiae growth with nicotinamide, OD615; deaD strain in restrictive glucose medium; inhibition of the nicotinamide effect, % at 10 µM; hit rate 0.68% among 130,000;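 active = inhibition above a set limit, placed 3 SD over the median of all compounds, cut at about 26% in these data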;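 also: 0% = nicotinamide-treated wells and 100% = cells grown without nicotinamide; some compounds called inactive have numbers as strong as hits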
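Assay system: DeaD-strain S. cerevisiae. Medium: CSMM-D glucose medium, restrictive. Reagent: nicotinamide, 1.5 mM, co-present with compound. Compound: 10 µM single point, 0.25% DMSO. Schedule: culture preincubation 4 h, compound exposure 48 h, both 30 °C. Detection: absorbance at 615 nm.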
Measles CPE – protection of cells from measles virus. hit rate 1.5% among 140,000. AID 841. Measles virus-infected cells, CPE protection, absorbance. protection (pct of control), % at 4 µM; in the data active = protection mostly above about 24%, no sharp cut-off; inactive = mostly below about 26%; also: some compounds called inactive have numbers as strong as hits
Numbers without * were called inactive; . = no result given.

Values run as follows: HCT116 PTEN-null	HCT116 bCat-KO	Yeast growth inh	Phagocytosis inh	NPY Y2 blocker	E-sel TNF inh	MRP-1 activ	GALR2 antag	Yeast life ext	Measles CPE
CCOc1ccc(OCc2cccc(C(=O)O)c2)cc1
    88	76	-21	1	.	.	-2.5	.	-2	24
O/N=C1\CCCC\C1=C/c1ccccc1
    97	96	-55	0	1	.	0.6	5	-3	12
CC1(C)CC(=O)C2=C(C1)NC1=C(C(=O)c3ccccc31)C2c1ccccc1 (stereo unspecified)
    54	67	-15	-17	-4	.	-1.9	-2	-3	24
COC(=O)C1=C(C)Nc2ncnn2C1c1ccc(OC(=O)c2ccccc2)cc1 (stereo unspecified)
    85	84	-22	-1	9	58	-3.5	-4	3	6
O=C(C1CCCO1)N1CCN(C(=S)Nc2ccccc2Cl)CC1 (stereo unspecified)
    106	95	6	.	2	.	-2.0	-4	-5	12
O=C(Nc1ccc2nn(-c3ccccc3)nc2c1)c1ccco1
    97	94	-24	.	2	18	0.5	12	.	24
C=CCc1ccccc1OCC(=O)N/N=C/c1ccc(OC(C)=O)cc1OC(C)=O
    12	14	-18	1	6	.	-0.1	-4	6	11
C=CCC(NCCCO)c1cccc(OC)c1OC (stereo unspecified)
    101	108	-40	-1	3	-42	-1.7	3	-18	15
Cc1nc2ncnn2c(C)c1CCC(=O)N1CCOCC1
    95	105	-15	-3	0	-3	-0.2	11	-9	7
COCc1cc(Sc2ccc(Cl)cc2)nc(-c2ccccc2)n1
    85	78	-38	-1	0	27	2.8	-1	-17	4
COc1ccc(N2C(=O)C3CCCN3C2c2ccc(C)o2)cc1Cl (stereo unspecified)
    99	91	-39	-3	3	.	-3.2	-6	-1	2
CN(C)CCCNCCCCNC(=O)/C=N/O
    95	96	-55	1	0	.	-0.1	-12	-6	3
CCCn1nnnc1SCC(=O)c1ccc(NC(C)=O)cc1
    119	109	-71	-1	3	-8	-1.1	4	-5	15
O=C(N[C@@H](c1ccccc1)[C@@H]1C[C@H]1C(=O)O)OCc1ccccc1
    91	102	-34	.	3	.	-3.1	-3	1	4
COc1ccc(OCCc2nnc(N)s2)cc1
    93	92	-26	.	1	-30	-2.2	-3	5	5

3 compounds from above, sorted by length of the SMILES, lowest first:
Values run as follows: HCT116 PTEN-null	HCT116 bCat-KO	Yeast growth inh	Phagocytosis inh	NPY Y2 blocker	E-sel TNF inh	MRP-1 activ	GALR2 antag	Yeast life ext	Measles CPE
CCOc1ccc(OCc2cccc(C(=O)O)c2)cc1
    88	76	-21	1	.	.	-2.5	.	-2	24
CCCn1nnnc1SCC(=O)c1ccc(NC(C)=O)cc1
    119	109	-71	-1	3	-8	-1.1	4	-5	15
COc1ccc(N2C(=O)C3CCCN3C2c2ccc(C)o2)cc1Cl (stereo unspecified)
    99	91	-39	-3	3	.	-3.2	-6	-1	2

Further records:
Values run as follows: HCT116 PTEN-null	HCT116 bCat-KO	Yeast growth inh	Phagocytosis inh	NPY Y2 blocker	E-sel TNF inh	MRP-1 activ	GALR2 antag	Yeast life ext	Measles CPE
Cc1cc(C)c(C)c(S(=O)(=O)N2CCN(C(=O)c3cc(=O)[nH]c4ccccc34)CC2)c1C
    34	40	-16	-1	4	14	-4.2	21	-5	12
O=C(NCc1ccccc1)c1cnc(-c2ccccn2)nc1C(F)(F)F
    101	97	-28	0	2	4	-0.6	-6	-8	17
O=C(O)c1ccccc1SCc1ccc2c(c1)OCO2
    92	90	-7	-1	13	11	-1.2	-7	4	3
CCC(=O)Nc1nc2c(s1)COc1ccccc1-2
    90	97	-16	0	2	13	-3.1	7	-14	15
CN1/C(=C\P(=O)(N(C)C)N(C)C)C(C)(C)c2ccccc21
    66	37	-37	-2	7	-16	-1.4	1	8	6
CC(C)C(=O)N(Nc1nc2ccccc2s1)C(=O)C(C)C
    89	96	-15	.	2	.	-2.4	5	6	19
O=C(O)C1C2C=CC(O2)C1C(=O)Nc1ccc2c(c1)OCCO2 (stereo unspecified)
    106	105	-22	.	3	-19	-1.0	11	-13	21
Cc1ccc(S(=O)(=O)CCC(=O)Nc2nc3c(s2)CCCC3)cc1
    26	16	-40	.	-2	3	-6.7	4	-1	33
Cc1ccc(C)c(S(=O)(=O)N2CC(=O)Nc3ccccc32)c1
    87	82	2	-1	1	12	2.4	-4	-3	7
Cc1nn(Cc2ccc(Cl)cc2)c(C)c1NC(=O)CCCn1nc(C)c([N+](=O)[O-])c1C
    91	83	-53	-8	5	.	1.8	12	3	4
CCCn1c2ccccc2c2nnc(SC(CC)C(=O)Nc3cc(C)on3)nc21 (stereo unspecified)
    87	82	-37	.	4	24	-3.7	-6	.	9
O=C(CN1CCN(c2ccccc2)CC1)Nc1c(C(=O)C2CC2)oc2ccccc12
    75	74	-8	.	3	-20	-3.8	-4	.	22
CCOc1nc(-c2ccc(OC)cc2)ccc1-c1noc(C)n1
    87	87	-35	-1	2	-12	-1.6	-3	-13	8
Cc1c(Nc2ncnc3c2cnn3-c2ccccc2)c(=O)n(-c2ccccc2)n1C
    94	99	-67	-1	-1	2	-0.9	-14	-1	23
CC1(C)Oc2cc(N)c([N+](=O)[O-])cc2O1
    112	100	-31	.	0	17	-0.2	-2	-9	12

Overlap with the part before: six compounds, then new ones.
Values run as follows: HCT116 PTEN-null	HCT116 bCat-KO	Yeast growth inh	Phagocytosis inh	NPY Y2 blocker	E-sel TNF inh	MRP-1 activ	GALR2 antag	Yeast life ext	Measles CPE
Cc1nn(Cc2ccc(Cl)cc2)c(C)c1NC(=O)CCCn1nc(C)c([N+](=O)[O-])c1C
    91	83	-53	-8	5	.	1.8	12	3	4
CCCn1c2ccccc2c2nnc(SC(CC)C(=O)Nc3cc(C)on3)nc21 (stereo unspecified)
    87	82	-37	.	4	24	-3.7	-6	.	9
O=C(CN1CCN(c2ccccc2)CC1)Nc1c(C(=O)C2CC2)oc2ccccc12
    75	74	-8	.	3	-20	-3.8	-4	.	22
CCOc1nc(-c2ccc(OC)cc2)ccc1-c1noc(C)n1
    87	87	-35	-1	2	-12	-1.6	-3	-13	8
Cc1c(Nc2ncnc3c2cnn3-c2ccccc2)c(=O)n(-c2ccccc2)n1C
    94	99	-67	-1	-1	2	-0.9	-14	-1	23
CC1(C)Oc2cc(N)c([N+](=O)[O-])cc2O1
    112	100	-31	.	0	17	-0.2	-2	-9	12
Nc1nc2ccc(C(=O)NC3CCCCC3)cc2s1
    99	125	-51	-3	2	.	0.1	-1	-4	7
O=C(C1CCCN(S(=O)(=O)c2cnc[nH]2)C1)N1CCN(Cc2ccccc2)CC1 (stereo unspecified)
    98	92	-20	0	0	0	-0.1	0	-3	11
Cc1cc(NC(=O)c2ccccc2Cl)c(C(C)C)cc1O
    100	83	-24	.	1	-39	-2.5	7	-17	5
COc1cccc(C(=O)N(Cc2ccccc2)Cc2cc3cc4c(cc3[nH]c2=O)OCCO4)c1
    83	91	-65	.	0	-5	-5.9	0	-8	14
CCOC(=O)N1CCN(C(=O)c2cccn3c(=O)c4sccc4nc23)CC1
    92	94	-12	-5	2	-12	-2.4	-5	3	19
Cc1nc2sc3c(c2c(=O)o1)CC(C)(C)OC3
    117	103	-16	0	3	6	-0.1	4	32*	21
CC1Cc2ccccc2N1C(=O)CSc1nc2ccccc2o1 (stereo unspecified)
    93	103	-32	0	9	.	0.9	0	-13	5
O=C(c1ccc(=O)[nH]c1)N(Cc1cccs1)C1(C(=O)NC2CCCC2)CCCCC1
    91	97	-9	-3	0	5	-1.3	6	1	6
CCOC(=O)Cc1c(C)c2c(C)nn(-c3ccccc3)c2oc1=O
    96	89	-32	1	7	19	-1.1	8	-17	14
COc1ccnc(N2CCN(c3ccc(Cl)cc3)CC2)c1C#N
    85	99	-14	0	1	-19	-4.1	-5	-11	6
Cc1ccc(NC(NC(=O)c2cccnc2)C(Cl)(Cl)Cl)cc1 (stereo unspecified)
    72	77	8	.	0	.	-1.1	-9	-1	1
O=C(C(Cc1ccccc1)N1C(=O)C2C3CCC(C3)C2C1=O)N1CCCCC1 (stereo unspecified)
    99	93	10	.	1	-48	-3.6	0	-20	7
COc1ccc(-n2c(C)cc(C(=O)COc3ccc(C)nc3[N+](=O)[O-])c2C)cc1
    10	19	-51	-1	3	62*	-4.2	2	-3	11
N#Cc1c(-c2ccc(F)cc2)nc2n(c1=O)CCS2
    94	102	1	-1	0	-8	0.1	-3	-17	8
Cc1cc([N+](=O)[O-])ccc1-c1ccc(C2Nc3ccccc3C(=O)N2O)o1 (stereo unspecified)
    9	6	50*	.	-2	.	-5.1	2	-14	4
O=c1cc(CSc2nnc(Nc3ccccc3)s2)nc2sccn12
    79	80	-4	-1	2	0	-2.5	6	-6	9
Cn1c(=O)cc(OCCCC(=O)N2CCN(c3ccccn3)CC2)c2ccccc21
    82	72	-22	0	1	-13	-0.7	10	-3	4
CSc1ccc(S(=O)(=O)Nc2ccc3c4c(cccc24)CC3)cc1
    68	73	-43	.	4	26	-0.6	-5	-18	5
O=C1C=C(Nc2ccc(O)cc2)CC(c2ccco2)C1 (stereo unspecified)
    32	38	-20	.	5	-2	-5.2	-8	.	11
CNC(=O)c1cc(Cl)c(OC)c(OC)c1
    90	96	-4	-8	0	.	0.3	1	-2	5
COc1ccc(N2C(=O)C(Cl)=C(N(CCO)Cc3ccccc3)C2=O)cc1
    112	102	-33	-2	-1	-33	-1.3	3	5	3
Cc1cc2nc(Sc3c([N+](=O)[O-])nc(C)n3Cc3ccccc3)[nH]c2cc1C
    2.8*	4.6*	-8	2	2	51	-6.0	17	8	15
CCOc1ccc(C(C)(C)C)cc1S(=O)(=O)N1CC(C)OC(C)C1 (stereo unspecified)
    90	92	-29	-2	0	-16	-1.4	-3	-1	24
Oc1ccc2ccccc2c1/C=N/Nc1nnc(-c2ncc[nH]2)c2ccccc12
    2.1*	4.9*	16	0	1	-32	-0.1	-5	-9	1
Cc1ccc(C)c(S(=O)(=O)Nc2ccc3sc(C)nc3c2)c1
    64	53	-40	.	3	-21	-4.2	8	.	15
O=C(COc1ccc(S(=O)(=O)NC2CCCCC2)cc1)NCC1CCCO1 (stereo unspecified)
    104	97	12	-2	0	-21	-0.5	8	-11	21
COc1cccc(N(CC(=O)N2CCN(c3ccccc3OC)CC2)S(C)(=O)=O)c1
    110	98	-69	-1	1	8	0.7	-2	-8	6
CC(C)OCCCNC(=O)c1ccc(NS(C)(=O)=O)cc1
    101	92	-41	1	-1	-41	-1.1	3	-9	4
CCCc1[nH]c(=O)c(C#N)c2c1COC(C)(C)C2
    101	105	-63	0	1	23	0.6	-6	-3	7

Source: PubChem BioAssay
